VLA-4 inh – inhibition in human VLA-4 binding assay, primary screen, VLA-4 allosteric modulator project, MLPCN library, flow cytometry, VLA-4 expressing cells; 0.2% of 330,000 active; Integrin alpha-4 (Homo sapiens), P13612; ligand binding flow cytometry; inhibition, % (about 7 µM as worked out from the volumes in the protocol); AID 2557, 2010; in the data active = inhibition above about 50%
Target sequence (P13612 whole entry, looked up): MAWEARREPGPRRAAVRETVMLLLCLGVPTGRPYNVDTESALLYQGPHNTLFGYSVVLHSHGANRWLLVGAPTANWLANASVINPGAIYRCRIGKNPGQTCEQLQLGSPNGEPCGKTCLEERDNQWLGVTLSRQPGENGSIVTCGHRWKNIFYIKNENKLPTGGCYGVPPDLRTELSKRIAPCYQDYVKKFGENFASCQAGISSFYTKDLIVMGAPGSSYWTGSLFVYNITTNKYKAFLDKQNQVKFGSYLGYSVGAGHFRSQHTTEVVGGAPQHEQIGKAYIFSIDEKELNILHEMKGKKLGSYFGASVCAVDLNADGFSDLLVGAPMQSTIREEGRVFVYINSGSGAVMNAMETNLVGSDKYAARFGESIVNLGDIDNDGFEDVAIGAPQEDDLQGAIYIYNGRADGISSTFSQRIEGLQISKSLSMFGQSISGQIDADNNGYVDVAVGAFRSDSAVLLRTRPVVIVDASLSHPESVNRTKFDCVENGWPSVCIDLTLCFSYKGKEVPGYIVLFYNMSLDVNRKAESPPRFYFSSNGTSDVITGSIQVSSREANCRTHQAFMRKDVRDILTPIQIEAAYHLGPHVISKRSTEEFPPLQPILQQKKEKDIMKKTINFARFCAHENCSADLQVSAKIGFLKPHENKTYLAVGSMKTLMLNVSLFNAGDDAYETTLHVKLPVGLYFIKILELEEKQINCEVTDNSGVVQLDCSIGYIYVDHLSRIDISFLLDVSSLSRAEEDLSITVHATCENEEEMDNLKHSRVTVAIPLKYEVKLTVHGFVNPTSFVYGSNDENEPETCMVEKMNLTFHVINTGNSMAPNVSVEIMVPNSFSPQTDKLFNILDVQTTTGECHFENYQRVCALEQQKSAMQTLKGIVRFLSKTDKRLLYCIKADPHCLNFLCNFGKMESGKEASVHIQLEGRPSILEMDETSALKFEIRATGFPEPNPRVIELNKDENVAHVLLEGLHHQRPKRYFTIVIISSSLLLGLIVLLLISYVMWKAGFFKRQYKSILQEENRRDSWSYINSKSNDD
Yeast superoxide – reduction of superoxide in aged yeast, primary screen, HTS; S. cerevisiae aged cells, superoxide DHE fluorescence; active compounds read low; superoxide response (% of plate mean), % at 10 µM; 0.18% of 330,000 active; AID 2690, 2010;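 active = superoxide response under a set limit, about three screen SD below normal, cut at about 65% in these data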;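 note: yeast aged for seven days with compound at 30 °C before DHE staining; 100% = average MFI of all compound-treated wells on the plate with controls excluded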
CIT2-GFP yeast – modulators of CIT2-GFP expression in yeast, primary screen, S. cerevisiae, GFP fusion, multiplex flow cytometry, MLPCN library | 0.065% of 320,000 active | GFP response vs DMSO, % at 10 µM | S. cerevisiae CIT2-GFP strain, 3 h; 100 means same as DMSO wells;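 active = GFP response relative to DMSO above a set limit, near the screen mean plus 3 SD, cut at about 150% in these data; inconclusive = Fewer than 70 cells measured for a yeast strain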;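 note: ratio of well median GFP fluorescence to mean of DMSO wells on the plate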
GRK2 inh – compounds blocking aptamer binding on GRK2 – biochemical, human GRK2, bead flow cytometry, HTS, primary screen; FAM-aptamer displacement from GRK2; inhibition of aptamer binding, % at 10 µM; 0.59% of 330,000 active; AID 488847, 2010;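 active = inhibition of aptamer binding above 40%, roughly 3 SD of noise, on plates passing a quality check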;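 note: median bead fluorescence of bound FAM aptamer so fluorescent compounds give negative values; no value below 0 was filed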
MEP2 TOR yeast – modulators of MEP2-GFP levels in yeast, primary screen, S. cerevisiae, multiplex flow cytometry, MLPCN library | AID 2016, 2009 | S. cerevisiae MEP2-GFP strain, 3 h; 100% = DMSO control level | GFP response vs DMSO, % at 10 µM | 0.51% of 330,000 active;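 active = GFP response versus DMSO above a set limit, roughly screen mean plus 3 SD, cut at about 180% in these data; inconclusive = fewer than 70 cells counted for a yeast strain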;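 note: median GFP fluorescence of the barcode-gated MEP2-GFP cells per well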
LAP4 TOR yeast – modulators of LAP4-GFP expression in yeast, primary screen, S. cerevisiae, multiplex flow cytometry, MLPCN library. GFP response vs DMSO, % at 10 µM. 3 h; median GFP as percent of DMSO wells. AID 2023, 2009. 0.34% of 320,000 active;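 active = GFP response vs DMSO above a set limit, about the screen mean plus 3 SD, cut at about 150% in these data; inconclusive = under 70 cell events counted for the yeast strain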
RPL19A TOR yeast – RPL19A-GFP expression modulators in yeast, primary screen, cell-based, S. cerevisiae, multiplex flow cytometry, MLPCN; S. cerevisiae RPL19A-GFP strain, 3 h; active compounds read low; percent response vs DMSO, % at 10 µM; 0.3% of 330,000 active; AID 2025, 2009;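 active = percent response vs DMSO below 50%; inconclusive = fewer than 70 events counted for the yeast strain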;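 note: median channel GFP fluorescence of the barcoded RPL19A-GFP strain; ratio of sample median GFP to plate DMSO average so 100% = DMSO; lower means less RPL19A-GFP as with rapamycin TOR inhibition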
AGP1 TOR yeast – modulators of AGP1-GFP expression in yeast TOR pathway, primary screen, cell-based, multiplex flow cytometry, S. cerevisiae, MLPCN library; 3 h; GFP as percent of DMSO wells; GFP response vs DMSO, % at 10 µM; 0.02% of 320,000 active; AID 2066, 2009;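 active = GFP response relative to DMSO above a set limit, near screen average plus 3 SD, cut at about 150% in these data; inconclusive = fewer than 70 cells counted for the yeast strain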;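 note: median GFP channel fluorescence of the gated AGP1 strain per well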
The depositor's hits bear a star; ? = inconclusive; nt = not tested or not shown; [ ] = dose if it differs, or a comment.

Each structure is followed by: VLA-4 inh	Yeast superoxide	CIT2-GFP yeast	GRK2 inh	MEP2 TOR yeast	LAP4 TOR yeast	RPL19A TOR yeast	AGP1 TOR yeast
1: Cc1ccc(-n2nc3cc(C)c(NC(=O)c4cccnc4)cc3n2)cc1
  11	87	88	0	95	88	89	87
2: Cc1c(C=O)c2ccccn2c1C(=O)c1cccs1
  -5	82	86	7	101	120	95	93
3: Cn1c(=O)c2c(-c3ccc(C(C)(C)C)cc3)n(N3CCOCC3)cc2n(C)c1=O
  -9	97	98	1	102	97	99	96
4: O=C(Nc1ccc2c(c1)OCCO2)c1ccco1
  34	105	92	0	105	102	96	91
5: C=C1c2ccccc2S(=O)(=O)N(Cc2ccccc2)C1COCc1ccccc1 (stereo not drawn)
  32	103	111	4	91	112	103	99
6: CC(C)C(=O)Nc1ccc(Cl)cc1-c1nc2ccccc2[nH]c1=O
  0	95	106	2	109	95	108	105
7: O=C(COC(=O)COc1ccccc1)NCCC1=CCCCC1
  6	84	96	0	96	95	96	94
8: COc1ccc(S(=O)(=O)N2CCCCC2)cc1NC(=O)c1cccnc1SC
  1	102	109	21	109	98	101	105
9: Cc1cccc(NC(=O)c2ccc(-n3cccn3)c([N+](=O)[O-])c2)c1
  -1	95	106	2	102	102	97	96
10: CCOc1ccc(NC(=O)c2[nH]c(C)c(C(C)=O)c2C)cc1
  6	97	99	3	110	108	105	103

Further records:
Each structure is followed by: VLA-4 inh	Yeast superoxide	CIT2-GFP yeast	GRK2 inh	MEP2 TOR yeast	LAP4 TOR yeast	RPL19A TOR yeast	AGP1 TOR yeast
11: CCN(CCNC(=O)CCCn1nc(C)n2c(cc3sccc32)c1=O)c1ccccc1
  13	108	100	0	106	119	108	95
12: COc1ccc(/C=C/C(=O)C(C(N)=O)=C2SCCS2)cc1
  1	84	115	3	93	101	91	93
13: O=C(CCCn1c(=S)[nH]c2ccccc2c1=O)N1CCOCC1
  0	99	91	2	95	102	94	94
14: Oc1ccccc1-c1cc(C(F)(F)C(F)F)[nH]n1
  6	94	91	1	96	88	91	90
15: CCN1CCN(Cc2ccc(NC(=O)c3ccc(C)c(NC(=O)c4nccnc4N)c3)cc2C(F)(F)F)CC1
  4	96	90	0	99	105	106	94
16: COc1ccc(CNS(=O)(=O)c2ccc(-c3ccc(=O)[nH]n3)s2)cc1OC
  -8	114	98	0	118	93	98	92
17: Cc1cccc2[nH]c3c(=O)n(CCN4CCNCC4)cnc3c12
  31	108	97	1	101	97	98	98
18: CCOc1ccccc1C(=O)N[C@H](C(=O)Nc1ccc(OC)c(S(=O)(=O)N2CCOCC2)c1)C(C)C
  6	102	102	0	102	94	103	97
19: Cc1ccc[n+](CC(=O)Nc2ccc(C)c(C)c2)c1
  24	111	104	0	103	89	100	105
20: CC1CCN(CC(O)COc2ccc(OCC(O)CN3CCC(C)CC3)cc2)CC1 (stereo not drawn)
  24	102	102	3	102	90	102	95

Remaining list, next part:
Each structure is followed by: VLA-4 inh	Yeast superoxide	CIT2-GFP yeast	GRK2 inh	MEP2 TOR yeast	LAP4 TOR yeast	RPL19A TOR yeast	AGP1 TOR yeast
21: COc1ccc(OC)c(/C=N/NC(=O)C(=O)N/N=C/c2cc(OC)ccc2OC)c1
  8	92	99	0	107	88	99	96
22: CC(=O)c1cccc(NC(=O)C2C(c3ccccc3)C2(Cl)Cl)c1 (stereo not drawn)
  -3	109	nt	0	98	97	97	99
23: CCCCCn1ccc(=N)cc1
  0	100	110	2	93	90	95	92
24: COc1ccc(-c2[nH]c(-c3ccc(C)cc3)nc2SCC(=O)Nc2nccs2)cc1
  13	107	94	0	103	100	100	99
25: Cc1onc(-c2ccccc2)c1C(=O)OCc1nnc(-c2ccc([N+](=O)[O-])cc2)o1
  8	86	92	0	127	130	92	113
26: c1ccc(COn2c(-c3ccccc3)nc3c2CCc2nonc2-3)cc1
  11	92	105	0	86	94	98	98
27: COc1ccc(NC(=O)NCCCN2CCN(c3cc(C)ccc3C)CC2)cc1
  7	98	101	0	107	110	97	99
28: CCCC(C)c1nnc(NC(=O)CCS(=O)(=O)c2ccccc2)s1 (stereo not drawn)
  4	105	114	17	104	98	106	105
29: Cc1cccc(NC(=O)c2cc3cc([N+](=O)[O-])ccc3s2)n1
  2	106	91	5	103	87	102	90
30: CCn1c(SCC(=O)N2CCC(C)CC2)nc2c1c(=O)n(C)c(=O)n2C
  10	94	107	0	100	94	105	109

Remaining list, next part:
Each structure is followed by: VLA-4 inh	Yeast superoxide	CIT2-GFP yeast	GRK2 inh	MEP2 TOR yeast	LAP4 TOR yeast	RPL19A TOR yeast	AGP1 TOR yeast
31: CC(=O)c1ccc(NC(=S)NNC(=O)c2ccccc2[N+](=O)[O-])cc1
  5	110	102	6	98	104	99	109
32: Cc1cc(NC(=O)NC(C(F)(F)F)C(F)(F)F)no1
  -4	107	103	2	106	98	101	108
33: Cc1ccccc1NS(=O)(=O)c1ccc(NS(=O)(=O)c2cccs2)cc1
  -6	103	102	1	97	107	103	109
34: COc1cccc(N2CCN(Cc3nc4ccccc4c(=O)[nH]3)CC2)c1
  5	93	98	0	108	101	98	98
35: O=C(CCNC(=O)c1ccccc1Cl)NCc1ccco1
  -6	89	93	6	101	104	101	102
36: COc1cccc(C2=NOC(C(=O)N3CCOCC3)C2)c1 (stereo not drawn)
  -60	111	94	0	98	100	100	97
37: CCn1c(SCC(=O)NC)nnc1C(C)C
  -5	93	88	0	97	97	98	101
38: COc1ccc(N=C2NC(=O)CS2)c([N+](=O)[O-])c1
  17	102	102	5	107	95	103	100
39: COc1ccc(CNC(=O)C(=O)N2CCC3(CC2)OCCN3S(=O)(=O)c2ccc(C)cc2)cc1
  7	98	101	0	102	99	101	109
40: CN(C)c1cc[n+](CC(=O)N2CCCc3ccccc32)cc1
  0	104	106	0	105	106	99	109

More entries follow.
Each structure is followed by: VLA-4 inh	Yeast superoxide	CIT2-GFP yeast	GRK2 inh	MEP2 TOR yeast	LAP4 TOR yeast	RPL19A TOR yeast	AGP1 TOR yeast
41: O=c1c(Oc2ccccc2)coc2cc(O)cc(O)c12
  -17	79	92	0	96	95	94	96
42: Cc1cnc(NC(=O)NCC2CCCC(CNC(=O)Nc3ncc(C)s3)C2)s1 (stereo not drawn)
  -13	106	95	0	97	109	97	101
43: O=C(Nc1ccc(-c2nnc(-c3ccco3)o2)cc1)C(c1ccccc1)c1ccccc1
  2	98	100	0	101	101	102	100
44: CSc1ccc(/C=N/NC(=O)c2cccc(Cl)c2)cc1
  21	119	89	0	106	114	94	106
45: Cn1c(Cn2c(=O)sc3ccccc32)nnc1SCc1ccccc1
  -26	94	105	1	99	102	105	112
46: Cc1cccc(NC(NC(=O)c2cccnc2)C(Cl)(Cl)Cl)c1 (stereo not drawn)
  4	106	92	2	97	97	95	97
47: CC1CCC2(CC1)NC(=O)N(CC(=O)c1cn(CCC#N)c3ccccc13)C2=O (stereo not drawn)
  4	99	93	2	99	96	100	103
48: O=C(Nc1ccccc1C(=O)N1CCCCC1)c1cccs1
  13	106	93	0	91	85	99	93
49: C=CCn1c(SCC#N)nc2ccccc2c1=O
  -2	116	106	4	97	102	94	97
50: c1ccc(Cn2nnc3c(NCc4ccc5c(c4)OCO5)ncnc32)cc1
  2	107	105	2	100	100	104	100

(listing goes on)
Each structure is followed by: VLA-4 inh	Yeast superoxide	CIT2-GFP yeast	GRK2 inh	MEP2 TOR yeast	LAP4 TOR yeast	RPL19A TOR yeast	AGP1 TOR yeast
51: Cc1c([N+](=O)[O-])c(C(=O)NC2CCCCC2)nn1C
  6	99	103	2	102	97	114	106
52: O=C(Oc1ccc2ccc(O)cc2c1)C1CCCCC1
  -1	95	99	1	95	93	100	101
53: Cc1ccc(NC(=O)c2ccc(Br)o2)cc1S(=O)(=O)N(C)C
  7	98	98	0	102	101	99	97
54: CCOCCCn1c(=NC(=O)c2ccco2)c(C(=O)OCC)cc2c(=O)n3cccc(C)c3nc21
  1	97	?	1	185*[may fluoresce violet]	105[may fluoresce violet]	51[may fluoresce violet]	29[may fluoresce violet]
55: CC(C)C[C@H]1CN=C(Nc2ccccc2)N1CC(C)C
  35	94	102	0	105	95	94	105
56: CC(Sc1ccccc1)C(=O)NCC(c1ccco1)N1CCCCC1 (stereo not drawn)
  4	99	84	3	98	129	107	100
57: Cc1ccc(C)c(N2CCN(S(=O)(=O)c3c(C)noc3/C=C/N(C)C)CC2)c1
  18	95	68	2	101	116	102	94
58: CCOC(=O)c1c(C)[nH]c(C(=O)OCC(=O)N(CC(C)C)c2c(N)n(Cc3ccccc3)c(=O)[nH]c2=O)c1C
  -7	105	104	5	101	110	98	109
59: O=C(c1ccc(F)cc1)C1CCN(C(=O)c2ccccc2F)CC1
  2	104	97	7	103	92	103	92
60: CC(C)(CNC(=O)c1ccc(NS(=O)(=O)c2ccc(F)cc2)cc1)N1CCOCC1
  -11	120	81	0	92	84	102	78

Source: PubChem (NMMLSC)
